Bioassay records as filed in PubChem.
Htt clearance = compounds clearing mutant huntingtin protein | actives 0.42% (n = 47,000) | inhibition, % at 1.5 µM | AID 853 | HeLa Exon1htt(103Q)mCFP, aggregate imaging; zero = plate's median compound well;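 active means inhibition of aggregate fluorescence above about 70%, also judged a hit by eye on the cell image, limit read from the data, passing the limit was not always enough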;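 further: cells exposed to compound for three days before fixation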
Htt clearance grain fraction = further read-out of Htt clearance, marked with its call; fraction fluorescence in grains; measured here: aggregate grain fluorescence fraction; active compounds read low;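 scaled fraction of total cell fluorescence in grains with unit not stated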
An asterisk follows results filed as active. An excerpt; rates above refer to the full screens.

Htt clearance,Htt clearance grain fraction,canonical_smiles
-70,75,CCn1c(=N)c(C(N)=O)cc2c(=O)n3cccc(C)c3nc21
-12,54,CC(C)OCCCNS(=O)(=O)c1ccc2c(c1)oc(=O)n2C
-20,22,CCOc1ccc(C2=NNC(c3cccs3)=Nc3ccc(OC)cc32)cc1
31,13,O=C(Cn1nc(C(F)(F)F)c2c1CCCC2)Nc1ccc2c(c1)OCO2
25,14,COc1ccc(CCC(=O)NCc2ccco2)cc1
-7,37,Cc1nn(CCc2nn[nH]n2)c2nc(C(F)(F)F)cc(C(F)(F)F)c12
38,25,O=c1[nH]c(=O)n(Cc2ccco2)c2c1C(C(F)(F)F)(C(F)(F)F)N=C(Cc1ccccc1)N2
20,15,COc1ccccc1-c1cc(C(=O)NC(C)c2ccccc2)no1 (stereo not given)
3,18,COc1ccc(C(c2nnnn2C2CCCC2)N2CCC(C)CC2)c(OC)c1 (stereo not given)
11,17,Cc1ccc(-c2nnc(CSc3nc(C(C)C)nc4sc(C)c(C)c34)o2)cc1
-31,61,CCOc1ccc2nc(SCC#N)c(C#N)cc2c1
58,9,Cc1ccc(-c2nnc(SCC(=O)Nc3sc(C)c(C)c3C#N)n2C)cc1
12,32,CCCCCn1c(CN2CCCCC2C)nc2c1c(=O)n(C)c(=O)n2C (stereo not given)
-66,67,CCCCCCNC(=O)C(C(=O)OCC)C1CCCCC1 (stereo not given)
34,14,COC(=O)c1[nH]c2cccc(Cl)c2c1NC(=O)CN(C)C1CCCCC1
-8,46,COc1ccccc1N1CCN(C(=O)c2c(C)cc(=O)oc2C)CC1
31,13,CCOC(=O)c1cnc2nc(NCc3ccc(OC)c(OC)c3)[nH]n2c1=O
-55,57,Cc1ccc(C(=O)NC2CCCCCC2)cc1N1CCCC1=O
22,29,CCn1c(=O)cc(SCC(=O)N2CCN(c3ccccc3OC)CC2)c2ccccc21
11,34,COc1ccc(NC(=O)c2ccco2)cc1NC(=O)c1ccc(C)cc1
-11,23,FC(F)Sc1ccc(NC(=S)NCC2CCCCC2)cc1
28,13,O=C(CN1CCN(C(=O)N2CCOCC2)CC1)Nc1ccc(Br)cc1
2,39,Cc1cc(C(=O)N2CCN(c3ccccc3)CC2)c(C)o1
-15,32,Cc1cccc(-c2noc(CCCOc3ccc(Cl)cc3Cl)n2)c1

Given with two lines to a compound: five of the compounds above.
Second line of a record – Htt clearance	Htt clearance grain fraction
> CCCCCn1c(CN2CCCCC2C)nc2c1c(=O)n(C)c(=O)n2C (stereo not given)
  12	32
> CCCCCCNC(=O)C(C(=O)OCC)C1CCCCC1 (stereo not given)
  -66	67
> COC(=O)c1[nH]c2cccc(Cl)c2c1NC(=O)CN(C)C1CCCCC1
  34	14
> COc1ccccc1N1CCN(C(=O)c2c(C)cc(=O)oc2C)CC1
  -8	46
> CCOC(=O)c1cnc2nc(NCc3ccc(OC)c(OC)c3)[nH]n2c1=O
  31	13

(list continues)
Htt clearance,Htt clearance grain fraction,canonical_smiles
-24,54,O=C1N(Cc2ccccc2F)c2ccccc2C12OCCCO2
-49,55,COc1ccc(-c2nc(-c3ccccc3OC)no2)cc1OC
6,20,COc1ccc2[nH]c(=O)c(CN(CC3CCCO3)C(=O)Nc3ccc(F)cc3)cc2c1 (stereo not given)
4,33,O=c1[nH]c2ccccc2nc1Cc1ccccc1
2,31,O=C(NCc1cccnc1)c1cccc2c1C(=O)N(Cc1cccnc1)C2
-22,34,O=C(Nc1ccc(Cl)cc1)[C@@H]1[C@@H]2C(=O)N(c3ccc(Cl)cc3)C(=O)[C@@H]2[C@H]2C=CC=NN21
16,15,CCOc1ccc(OCC)c(NC(=O)C(NS(=O)(=O)c2ccc3c(c2)oc(=O)n3C)C(C)C)c1 (stereo not given)
-25,22,Cc1cc(C)c2c(n1)nn1c(N3CCN(c4ccccc4C)CC3)cc(C)nc21
55,7.5,CC1=CCC2C(=O)N(c3nc4ccccc4n3C)C(=O)C2C1 (stereo not given)
-13,23,O=C(CSc1nnc(Cc2ccccc2)n1-c1cccc(Cl)c1)N1CCOCC1
22,15,C[C@@]12CC(=O)NC1N(C(=O)c1cccc(C(F)(F)F)c1)C(c1ccccc1OC(=O)c1cccc(C(F)(F)F)c1)C2 (stereo not given in full)
-10,39,CCOC(=O)c1c(CN(C)C)n(C)c2ccc(OC(C)=O)cc12
-1,39,COc1ccc(NC(=O)c2cccnc2)c(OC)c1
-20,22,Cc1ccsc1C(=O)NC(C)c1ccc2c(c1)OCO2 (stereo not given)
13,32,Cc1ccccc1-c1noc(-c2ccccc2C(=O)N2CCCC2)n1
4,20,COCCn1c(C)cc(C2=NNC(=Nc3ccccc3F)SC2)c1C
23,22,CCC(c1nc2ccccc2c(=O)n1CCN1CCOCC1)N1C(=O)c2ccccc2C1=O (stereo not given)
3,20,CCOc1cc(/C=N/n2cnnc2)cc(Br)c1O
-37,68,COC(=O)C1=C(C)N=c2s/c(=C3\C(=O)Nc4ccccc43)c(=O)n2C1c1ccccc1 (stereo not given)
-31,27,Cc1ccc(NC(=O)C2CCCN2C(=O)Oc2ccccc2)cc1 (stereo not given)
39,12,O=C(NCC(c1cccnc1)N1CCOCC1)c1cccs1 (stereo not given)
58,8.3,CCn1c(C)c(C(C)=O)c(SC)nc1=S
4,31,CCCN1Cc2cccc(C(=O)N3CCN(c4ccc(F)cc4)CC3)c2C1=O
-43,48,CC(C)OCCCNC(=O)c1ccc(NC(=O)C2CCCO2)cc1 (stereo not given)
14,36,COc1ccc(OC)c(CNC(=O)C2CCCN(c3nc4ccccc4o3)C2)c1 (stereo not given)
0,20,O=C(Cn1c(=O)[nH]n(-c2ccccc2)c1=O)N1CCCc2ccccc21
60,19,O=S1CCCSC1c1cccnc1 (stereo not given)
-18,23,CC(=O)Nc1cc2nn(-c3ccccc3)nc2cc1Cl
9,37,COc1ccc(C(CC(=O)N2CCOCC2)C(C)C)cc1 (stereo not given)
10,31,Cc1ccc(C2C(C(=O)c3cc4ccccc4o3)=C(O)C(=O)N2CCN2CCOCC2)o1 (stereo not given)
-13,23,CC(=O)c1cccc(NC(=O)C2CCN(S(=O)(=O)c3c(C)n[nH]c3C)CC2)c1
26,36,COc1ccccc1S(=O)(=O)Cc1ccc(C(=O)NCc2cccnc2)o1
-22,23,CCc1cc2c(=O)nc3n(c2s1)Cc1ccccc1/C3=C(/O)c1ccccc1Cl
9,38,CCNC(=O)CC1C(=O)N(C)C(=S)N1NC(=O)c1ccc(Cl)cc1 (stereo not given)
-40,47,COC(=O)c1ccccc1CCC(C)=O
44,12,COc1ccccc1NC(=O)CSC1=NC(=O)C(NC(C)=O)C(=O)N1 (stereo not given)
53,9.9,CC1Cn2c(nnc2C23CC4CC(CC(C4)C2)C3)S1 (stereo not given)
22,16,COc1cccc(-c2nc(=S)c3c(n2CCCO)CCCC3)c1
-33,31,Cc1onc(-c2ccccc2Cl)c1C(=O)N(Cc1nc(-c2ccccc2)no1)C1CCCCC1
-53,26,CCCCC(=O)Nc1ccc(NC(=O)CC)cc1OC
-95,40,COCCNC(=O)COC(=O)c1nsc(Cl)c1Cl
13,18,COCCCn1c(Cc2csc(Nc3cccc(Cl)c3)n2)nnc1SCC(=O)OC
28,14,Cn1c(NCc2cccc(Br)c2)nc2ccccc21
51,7.9,CN1CCN(c2ccccc2NC(=O)COc2ccccc2)CC1
-5,40,O=C(N/N=C/C=C/c1ccccc1)c1ccccc1Br
-91,73,CC1=CC(=O)OC1Cc1ccncc1 (stereo not given)
-22,48,O=C(O)c1ccc(OC2CSC2)cc1
-2,17,COc1cc(NC(=O)CSc2nnnn2-c2ccccc2)cc(OC)c1OC

Full records, quoted from the list:
CCCCC(=O)Nc1ccc(NC(=O)CC)cc1OC across the screens: Htt clearance: -53; Htt clearance grain fraction: 26
O=C(O)c1ccc(OC2CSC2)cc1 across the screens: Htt clearance: -22; Htt clearance grain fraction: 48

Next records follow.
Htt clearance,Htt clearance grain fraction,canonical_smiles
27,27,Cc1ccc(/C(O)=C2\C(=O)C(=O)N(c3cc(C)on3)C2c2cccc(Cl)c2)cc1 (stereo not given)
-34,23,O=C(CC1NCCNC1=O)OCc1ccccc1 (stereo not given)
57,10,O=C(CSC1=Nc2ccccc2C2=NC(c3ccccc3)C(=O)N12)NCC1CCCO1 (stereo not given)
-21,25,CCn1c(SCC(=O)c2ccc(Cl)cc2)nnc1-c1ccoc1C
1,35,Cc1cc(C)c2c(=O)[nH]c(SCC(=O)N(C)C)nc2n1
-36,54,CCCCNC(=O)NCC(=O)Nc1ccc(F)c(F)c1
10,35,Cc1ccccc1NC(=O)CN1CCC(n2nnc3ccccc32)CC1
-12,20,CCCSC1=C(C#N)C(c2cccs2)C(C(=O)Nc2ccccc2)=C(C)N1 (stereo not given)
-16,21,CCn1nnc(NC(=O)c2ccccc2Br)n1
58,7.7,O=C(CCS(=O)(=O)c1cccs1)Nc1ccc(C(=O)NCc2ccc(F)cc2)cc1
-58,53,Cc1cccc(C(C)C)c1-n1nnnc1-c1ccccc1
3,20,CC(C)OCCCn1c(-c2ccco2)nc2nc3ccccc3nc21
0,19,CC(=O)c1c(N2CCN(c3cccc(Cl)c3)CC2)nc(=S)n(-c2ccccc2)c1C
25,15,CN1C=CC2=C(C#N)C(N)C(C#N)(C#N)[C@H](c3ccccc3)[C@H]2C1 (stereo not given in full)
20,31,CCC(=O)N/C(=N/c1nc(C)cc(C)n1)Nc1cccc(OC)c1
3,32,CC1=C(C(=O)OCC2CCCO2)C(c2cccc(O)c2)NC(=O)N1 (stereo not given)
-31,26,O=C(COc1c(Br)cc(Br)c2cccnc12)N1CCc2ccccc2C1
-45,55,Cc1cc(N2CCN(S(=O)(=O)c3ccccc3)CC2)c2ccccc2n1
-55,55,COc1ccc(-c2nnc(SCc3cc(C)ccc3C)n2N)cc1
-53,56,COc1ccc(CCNC(=O)COC(=O)c2cnc(C)cn2)cc1OC
26,16,COc1ccc(C(=O)N2CCN(c3ccccn3)CC2)cc1
-285,191,COc1ccc(NC(=O)C2CCCN2S(=O)(=O)c2ccc3c(c2)CCC(=O)N3)c(OC)c1 (stereo not given)
16,30,COc1ccc(-c2nnc(SC(C)C(=O)Nc3ccc4c(c3)OCCO4)o2)cc1 (stereo not given)
32,23,N=c1n(CCN2CCOCC2)c2ccccc2n1CC(=O)c1ccc(Cl)c(Cl)c1
-26,25,Cc1cc(C)nc(NS(=O)(=O)c2ccc(NC(=O)CCC3COc4ccccc4O3)cc2)n1 (stereo not given)
-49,46,COc1ccc(N2C(=O)CC(N3CCC(O)(c4cccc(C(F)(F)F)c4)CC3)C2=O)cc1 (stereo not given)
-9,21,Cc1ccc(C2CC(=O)NC3=C2C(=O)CCC3)cc1Br (stereo not given)
6,34,CCOc1cccc(NC(=O)C2CC(=O)N(C)C(=Nc3ccccc3)S2)c1 (stereo not given)
29,17,CCOC(=O)c1ccc(N2C(=O)CC(N3CCCC(C)C3)C2=O)cc1 (stereo not given)
-17,20,COc1cccc(S(=O)(=O)Nc2cccc(C(=O)N3CCOCC3)c2)c1
30,13,CCCCCn1c(CN2CCN(C(=O)OCC)CC2)nc2c1c(=O)[nH]c(=O)n2C
-12,23,O=C(CSc1nnc(Cn2nnc(-c3ccccc3)n2)n1-c1ccccc1)Nc1ccccc1
-34,52,CCN(CC)CC(=O)NCc1cc(-c2ccc(OC)cc2)no1
-31,57,CCOC(=O)CCc1c(C)nc2ncnn2c1C
22,15,COc1ccccc1N(CC(=O)NCc1ccccc1)C(=O)CCC(=O)Nc1cc(C)ccn1
-22,46,CC(=O)c1c(C)nc(-c2ccccc2)n1O

As entered above:
Cc1ccc(C2CC(=O)NC3=C2C(=O)CCC3)cc1Br (stereo not given) | Htt clearance: -9
O=C(CSc1nnc(Cn2nnc(-c3ccccc3)n2)n1-c1ccccc1)Nc1ccccc1 | Htt clearance grain fraction: 23

Additional compounds follow:
Htt clearance,Htt clearance grain fraction,canonical_smiles
-14,19,COc1ccccc1N1CCN(C(=O)C(Cc2ccccc2)NC(=O)C2CCCCC2)CC1 (stereo not given)
-6,37,Cc1ccc(N(CN2CCCC2=O)C(=O)c2ccc(C)c(C)c2)cc1
24,13,CCOC(=O)CSC1=C(C#N)C(c2ccccc2Cl)C(C(=O)OC)C(=O)N1 (stereo not given)
-31,57,COc1cc(C2C(C(C)=O)=C(O)C(=O)N2c2ccc(Br)cn2)ccc1O (stereo not given)
-77,35,CCN(CC)CCCN1C(=O)C(=O)/C(=C(/O)c2ccc3c(c2)OCO3)C1c1ccccn1 (stereo not given)
-184,141,COc1ccc(CNC(=O)c2ccc3c(c2)N(C)C(=O)CS3=O)cc1 (stereo not given)
-10,49,COc1ccc(-c2cc(C(F)(F)F)n3ncc(C(=O)NCC4CCCO4)c3n2)cc1 (stereo not given)
-14,39,COc1cc2cc(CN(Cc3nnnn3Cc3ccccc3)CC3CCCO3)c(=O)[nH]c2cc1OC (stereo not given)
-1,21,CCOC(=O)c1cc(-c2ccccc2)sc1NC(=O)CC(C)C
10,18,O=C1CN(C(=O)COC(=O)COc2ccc3c(c2)CCC3)c2ccccc2N1
-16,21,Nc1nc2n(c1C(=O)c1ccccc1)CCC2
48,9.4,COc1ccc(Cc2nnc(SCC(=O)N3CCN(c4ccccc4)CC3)o2)cc1
-10,23,O=C(c1cnn2cccnc12)N1CCN(c2ccccc2)CC1
24,34,O=C(Cn1nc(Cl)nc1Cl)c1cc2ccccc2oc1=O

An excerpt of these results, bar-delimited.
Molecule | Htt clearance | Htt clearance grain fraction
COc1cc2cc(CN(Cc3nnnn3Cc3ccccc3)CC3CCCO3)c(=O)[nH]c2cc1OC (stereo not given) | -14 | 39
CCOC(=O)c1cc(-c2ccccc2)sc1NC(=O)CC(C)C | -1 | 21
O=C1CN(C(=O)COC(=O)COc2ccc3c(c2)CCC3)c2ccccc2N1 | 10 | 18
Nc1nc2n(c1C(=O)c1ccccc1)CCC2 | -16 | 21
COc1ccc(Cc2nnc(SCC(=O)N3CCN(c4ccccc4)CC3)o2)cc1 | 48 | 9.4
O=C(c1cnn2cccnc12)N1CCN(c2ccccc2)CC1 | -10 | 23
O=C(Cn1nc(Cl)nc1Cl)c1cc2ccccc2oc1=O | 24 | 34
